High-throughput results as filed in PubChem BioAssay.
mcGAS inh: cyclic GMP-AMP synthase inhibitors, mouse, primary biochemical chemiluminescence | recombinant cGAS, Kinase-Glo ATP depletion luminescence | inhibition, % at 12.5 µM | hit rate 0.15% among 160,000;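 also: 0% = negative control wells and 100% = reference inhibitor with no enzyme activity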
NPYLR7 agonist: agonists of mosquito NPYLR7 receptor, primary screen, cell-based, Aedes aegypti, calcium fluorescence, mosquito biting behavior | HEK293T NPYLR7/Galpha15, GCaMP6s calcium fluorescence | hit rate 0.15% among 270,000 | activation, % at 10 µM | Aedes aegypti neuropeptide Y-like receptor 7 (NPYLR7); in the data active = activation above about 40%;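 also: 0% = vehicle and 100% = reference agonist at the receptor; some compounds past the cut are filed as inactive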
hcGAS lum: Primary biochemical luminescence assay for human cyclic GMP-AMP synthase inhibitors. Q8N884. inhibition, % at 12.5 µM. recombinant h-cGAS, ATP depletion, Kinase-Glo luminescence. hit rate 0.081% among 290,000;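 also: 0% = vehicle reaction and 100% = reaction without DNA for no activity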
Target sequence (Q8N884 whole entry, looked up): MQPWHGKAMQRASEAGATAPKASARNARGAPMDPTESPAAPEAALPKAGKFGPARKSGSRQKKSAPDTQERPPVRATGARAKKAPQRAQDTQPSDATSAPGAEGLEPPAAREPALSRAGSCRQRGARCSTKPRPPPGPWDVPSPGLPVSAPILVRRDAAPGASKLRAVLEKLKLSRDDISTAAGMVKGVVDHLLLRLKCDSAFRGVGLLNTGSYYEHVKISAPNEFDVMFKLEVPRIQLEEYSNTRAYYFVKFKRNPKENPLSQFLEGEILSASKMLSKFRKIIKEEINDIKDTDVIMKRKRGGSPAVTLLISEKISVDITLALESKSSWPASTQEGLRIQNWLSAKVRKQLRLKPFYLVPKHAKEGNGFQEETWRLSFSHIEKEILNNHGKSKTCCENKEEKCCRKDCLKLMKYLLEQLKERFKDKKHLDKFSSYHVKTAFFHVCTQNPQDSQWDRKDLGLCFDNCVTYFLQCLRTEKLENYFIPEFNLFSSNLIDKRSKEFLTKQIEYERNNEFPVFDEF
The depositor's hits bear a star; x = no result given. Rule as the data show it, unless noted: active = inhibition above about 40%; inactive = the rest.

Each structure is followed by: mcGAS inh | NPYLR7 agonist | hcGAS lum
1	CCOC(=O)C(Cc1ccc(Cl)cc1)NC(=O)C1(C(=O)OC)CC1 (stereo not given)
→ 0 | 16 | -2
2	COc1cc(Cl)ccc1NC(=O)CCCSc1nc2c3ccccc3ncn2n1
→ -6 | 10 | -6
3	COc1cccc(C2=NN(C(=O)CN3CCOCC3)C(c3ccc(Cl)cc3)C2)c1 (stereo not given)
→ 2 | -7 | -1
4	COc1ccc(N2CCN(c3nnc(SC(C)C)s3)CC2)cc1
→ -7 | -3 | -3
5	Nc1cc(-c2cccc(C3CCCN3)c2)c2cc[nH]c2n1 (stereo not given)
→ x | 8 | -6
6	CCCCCC(=O)Nc1cc(C(=O)OC)cc(C(=O)OC)c1
→ -6 | -1 | -3
7	CCOc1ccc(N2C(=O)CSC2c2cccc(NS(=O)(=O)c3ccc(Cl)cc3)c2)cc1 (stereo not given)
→ -4 | 11 | -4
8	CC1(C)OCC(CNC(=S)Nc2cccc(C(F)(F)F)c2)O1 (stereo not given)
→ -7 | -7 | -4
9	CC1CCC(N2CCC(N(C)C(=O)C3CC34CCOCC4)CC2)CC1 (stereo not given)
→ -12 | 7 | -11
10	C=CCn1c(SCC(=O)Nc2ccc(OC)cc2)nc2sc3c(c2c1=O)CCCC3
→ -8 | -5 | -5
11	CCCc1noc(-c2c(-c3ccccc3Cl)noc2C)n1
→ -4 | -12 | 1
12	O=c1[nH]c(Cn2cc(Br)cn2)nc2cccc(F)c12
→ x | -1 | -6
13	CCOC(=O)c1cc(C)nn1C1CCN(C(=O)COc2ccc(Cl)cc2)CC1
→ 0 | -5 | 2
14	CC(c1nccs1)N(C)C(=O)CCc1nnc(CCc2ccccc2)o1 (stereo not given)
→ -3 | 4 | -1
15	CC1C(=O)N(c2ccccc2-c2ccccc2)CCN1C(=O)c1ccc(Br)cc1 (stereo not given)
→ -4 | -4 | 1
16	Cc1ccc(-c2cc(C(F)(F)F)c(C#N)c(=S)[nH]2)cc1
→ x | 5 | -9
17	Cc1ccc(-c2nc(CONC(=O)c3cccs3)cs2)o1
→ x | 10 | -11
18	O=C(OCCO)C1CC1c1ccccc1C(F)(F)F (stereo not given)
→ x | 0 | -5
19	Cc1nc2c(c(N3CC[C@@H]4CCCC[C@@H]4C3)n1)CNC2
→ x | 1 | 1
20	O=C(NCc1ccccc1)N1CCn2cccc2C1c1ccccc1F (stereo not given)
→ x | 7 | -4
21	CC(C)n1ncc2cc(NC(=O)C3CC(=O)N(Cc4ccccc4)C3)cnc21 (stereo not given)
→ -9 | -6 | -8
22	CCCCN(Cc1ccco1)Cc1nn(C)cc1Cl
→ x | 4 | -2
23	COc1cc(C(=O)N(Cc2cccnc2)c2nc3c(F)cc(F)cc3s2)cc(OC)c1OC
→ 0 | -4 | 2
24	CC(O)CN(Cc1cccc(F)c1)CC1CC(c2ccc(Cl)cc2)=NO1 (stereo not given)
→ 0 | 0 | 0
25	Cc1noc(-c2ccc3c(c2)OCO3)c1C(=O)NCCc1ccncc1
→ -8 | 8 | -4
26	Cc1cccc(CO[C@]2(C(=O)NCCN3CCOCC3)CC(OCc3c(F)cccc3F)[C@H](O)[C@H](O)C2)c1 (stereo not given in full)
→ -4 | 2 | -6
27	Cc1ccccc1C(=O)NCCn1ncccc1=O
→ x | 2 | -8
28	CC1CCCC(C)N1CC(O)COc1cccc2c3c(oc12)CCCC3 (stereo not given)
→ x | -17 | 4
29	O=C1CN(C(=O)C2CC2c2ccc(Cl)cc2Cl)CCN1 (stereo not given)
→ 0 | -2 | 2
30	COc1cc(OC)nc(NS(=O)(=O)c2ccc(NC(=O)c3ccc4ccccc4n3)cc2)n1
→ -6 | 19 | -7
31	c1ccc2[nH]c(NC3=NCCC3)nc2c1
→ x | -4 | 6
32	CC(C)(C)Oc1ccnc(OC(C)(C)C)n1
→ x | -2 | -3
33	CCc1nc(-c2nccn2CCC2COc3ccccc3O2)c(C)[nH]1 (stereo not given)
→ -19 | 21 | -7
34	CC(C)c1nc(SC2CCOC2=O)n[nH]1 (stereo not given)
→ x | 5 | -2
35	CCCCN(CCC(=O)NCCC(c1ccccc1)c1ccccc1)c1nc(Cc2ccc(C)cc2)ns1
→ -3 | 1 | 0
36	C=C(C)CSc1nc2cc(S(N)(=O)=O)ccc2n1CC
→ x | 1 | -5
37	c1ccc2c(c1)CC(N1CCC(CN(Cc3ccsc3)CC3CCCO3)CC1)C2 (stereo not given)
→ -10 | 8 | -6
38	Brc1ccc(C(NCc2ccon2)c2ccccc2)cc1 (stereo not given)
→ x | 2 | -9
39	CN(Cc1cc(-c2ccccc2)no1)C(=O)c1ccc(CO)o1
→ x | 4 | 2
40	CCc1nc2n(n1)C(=O)C(C(c1ccc(C(F)(F)F)cc1)N1CCC(O)CC1)S2 (stereo not given)
→ -9 | -2 | -7
41	CN(C)S(=O)(=O)N1CCC2(CC1)CCC(O)(CN1CCc3ccccc31)CC2
→ -6 | x | -12
42	Cc1ccc(F)c(N2C(=O)CSC2c2cccc(NC(=O)c3ccccc3Br)c2)c1 (stereo not given)
→ -4 | 4 | -2
43	CCCCOc1ccc(C(=O)N(CCCCN2C(=O)c3ccccc3C2=O)c2ccc(C)cc2)cc1
→ -5 | 0 | -4
44	CCOCCCn1c(=NC(=O)C=CC=CSC)c(C#N)cc2c(=O)n3cccc(C)c3nc21
→ x | 1 | -2
45	COc1cccc2c1OCCCN(C(=O)CC1COCCN1)C2 (stereo not given)
→ x | -4 | -2
46	O=c1cc(-c2ccccc2)n2c(=S)[nH]nc2[nH]1
→ x | -3 | 64*
47	CCc1ccccc1NC(=O)c1nnn(CC(=O)Nc2cc(C)ccc2C)c1N
→ -7 | -5 | -8
48	c1ccc(C2CCCN(Cc3cc4n(n3)CCCNC4)CC2)cc1 (stereo not given)
→ -15 | 4 | 1
49	CCCc1nc(N2CCCN(C(=O)Nc3ccc(OC)cc3OC)CC2)c2c(-c3ccccc3)noc2n1
→ -4 | 17 | 0
50	CC(=O)c1c(C)n([O-])c2ccccc2[n+]1=O
→ x | -16 | 0

Given in transposed form: 4 of the compounds above
45) COc1cccc2c1OCCCN(C(=O)CC1COCCN1)C2 (stereo not given)
46) O=c1cc(-c2ccccc2)n2c(=S)[nH]nc2[nH]1
43) CCCCOc1ccc(C(=O)N(CCCCN2C(=O)c3ccccc3C2=O)c2ccc(C)cc2)cc1
50) CC(=O)c1c(C)n([O-])c2ccccc2[n+]1=O
assay / entry	45	46	43	50
mcGAS inh	x	x	-5	x
NPYLR7 agonist	-4	-3	0	-16
hcGAS lum	-2	64*	-4	0

Other structures
Each structure is followed by: mcGAS inh | NPYLR7 agonist | hcGAS lum
51	COc1cc(C=Nc2ccc(I)cc2)cc(OC)c1OC
→ x | 3 | -10
52	CNC(=O)C1CCC(Cn2c(=O)c3sccc3n(CC(=O)Nc3ccccc3C)c2=O)CC1 (stereo not given)
→ 0 | -3 | 1
53	CSCC(C)C(=O)NCC1CCCC1NS(C)(=O)=O (stereo not given)
→ x | -7 | -4
54	Cc1cnc(C)c(N2CCOc3c(O)cc(-c4ccccc4C)cc3C2)n1
→ x | 1 | 2
55	CC(=O)c1ccc(-n2cc(-c3ccc(C(C)(C)C)cc3)[n+]3c2SCCC3)cc1
→ -6 | 1 | -7
56	COc1ccc(OC)c(-n2c(-c3ccccc3)cc(C(=O)Nc3ccc(C)cc3)c2C)c1
→ -5 | -1 | -10
57	CCN1C(=O)N(CCc2ccccc2)C2(CCN(Cc3cccc(OC)c3OC)CC2)C1=O
→ -7 | 18 | -25
58	C=CCN1CCc2cc(OC)c(OC)cc2C1CNC(=O)c1ccccc1Cl (stereo not given)
→ -5 | 28 | -8
59	CCOC(=O)N1CCN(C(=O)CSC2=C(C#N)C(C)(C)C(C#N)C(=O)N2)CC1 (stereo not given)
→ -3 | 2 | -7
60	CC(NC(=O)N1CCSCC1)c1ccc(-c2ccncc2)cc1 (stereo not given)
→ x | 0 | -5

14 structures out of the list, arranged by length of the SMILES, smallest number first:
Each structure is followed by: mcGAS inh | NPYLR7 agonist | hcGAS lum
53	CSCC(C)C(=O)NCC1CCCC1NS(C)(=O)=O (stereo not given)
→ x | -7 | -4
45	COc1cccc2c1OCCCN(C(=O)CC1COCCN1)C2 (stereo not given)
→ x | -4 | -2
46	O=c1cc(-c2ccccc2)n2c(=S)[nH]nc2[nH]1
→ x | -3 | 64*
60	CC(NC(=O)N1CCSCC1)c1ccc(-c2ccncc2)cc1 (stereo not given)
→ x | 0 | -5
48	c1ccc(C2CCCN(Cc3cc4n(n3)CCCNC4)CC2)cc1 (stereo not given)
→ -15 | 4 | 1
58	C=CCN1CCc2cc(OC)c(OC)cc2C1CNC(=O)c1ccccc1Cl (stereo not given)
→ -5 | 28 | -8
54	Cc1cnc(C)c(N2CCOc3c(O)cc(-c4ccccc4C)cc3C2)n1
→ x | 1 | 2
47	CCc1ccccc1NC(=O)c1nnn(CC(=O)Nc2cc(C)ccc2C)c1N
→ -7 | -5 | -8
42	Cc1ccc(F)c(N2C(=O)CSC2c2cccc(NC(=O)c3ccccc3Br)c2)c1 (stereo not given)
→ -4 | 4 | -2
57	CCN1C(=O)N(CCc2ccccc2)C2(CCN(Cc3cccc(OC)c3OC)CC2)C1=O
→ -7 | 18 | -25
55	CC(=O)c1ccc(-n2cc(-c3ccc(C(C)(C)C)cc3)[n+]3c2SCCC3)cc1
→ -6 | 1 | -7
44	CCOCCCn1c(=NC(=O)C=CC=CSC)c(C#N)cc2c(=O)n3cccc(C)c3nc21
→ x | 1 | -2
43	CCCCOc1ccc(C(=O)N(CCCCN2C(=O)c3ccccc3C2=O)c2ccc(C)cc2)cc1
→ -5 | 0 | -4
49	CCCc1nc(N2CCCN(C(=O)Nc3ccc(OC)cc3OC)CC2)c2c(-c3ccccc3)noc2n1
→ -4 | 17 | 0

Remaining list, next part:
Each structure is followed by: mcGAS inh | NPYLR7 agonist | hcGAS lum
61	O=S(=O)(Nc1ccc(-c2nccs2)cc1)c1ccc(C(F)(F)F)cc1
→ -5 | 8 | -4
62	COc1ccc(CCN(CC2CCN(C)CC2)C(=O)c2sccc2C)cc1
→ x | 15 | -9
63	CCSc1nc(CC(=O)N[C@H]2CCCCNC2=O)cs1
→ -18 | 3 | -6
64	CCOC(=O)c1nn(-c2ccc(OC)cc2)cc1O
→ x | -2 | 3
65	COc1ccc(C(=O)N2CCC(n3c(C)nc4ccc(F)cc43)CC2)cc1
→ -6 | -4 | -6
66	Cc1ccc(CNC(=O)C2CCN(c3ccc(S(=O)(=O)c4ccc(C)cc4)nn3)CC2)cc1
→ -6 | 1 | -5
67	CN(C)c1ccc(NC(=O)C2CCC2)cc1CN(Cc1ccc(F)cc1)C(=O)NC(C)(C)C
→ 1 | -3 | 0
68	Cc1csc(=O)n1CCC(=O)OCc1cc(=O)n2cc(Br)ccc2n1
→ x | 0 | -4
69	COc1ccc(C(=O)Oc2ccccc2-c2nc3cc(C)ccn3c2NC2CCCCC2)c(OC)c1
→ -8 | -1 | -6
70	COc1cccc(-n2c(-c3ccccc3)cc(C(=O)N3CCN(C(=O)c4ccc(Cl)c(Cl)c4)CC3)c2C)c1
→ -3 | 0 | -12
71	CN(C)C(CNS(=O)(=O)c1ccc(-c2ccccc2)cc1)c1ccsc1 (stereo not given)
→ -8 | 19 | -5
72	CN(C(=O)CN(CCOC(=O)N1CCC(n2c(=O)[nH]c3ccccc32)CC1)CC(=O)N(C)C(C)(C)Cc1ccccc1)C(C)(C)Cc1ccccc1
→ 1 | -11 | 1
73	CC(c1cccnc1)N(C)Cc1ccc(-n2ccnc2)cc1 (stereo not given)
→ -18 | -1 | -5
74	O=C1C(Cl)=C(N2CCOCC2)C(=O)N1c1ccc(Cl)c(Cl)c1
→ 50* | 22 | -2
75	Cc1nn(-c2nc(C)c(C)c(=O)[nH]2)c(C)c1CCC(=O)Nc1nc2ccccc2s1
→ x | 10 | -12
76	CCCN(CC(=O)N(CCc1c[nH]c2ccccc12)Cc1ccc(F)cc1)C(=O)Nc1cccc(C)c1C
→ -6 | 3 | -2
77	N#Cc1c(F)cccc1N1CCC(C(=O)NCc2ccccc2)CC1
→ x | 3 | -6
78	O=C(NCc1ccco1)c1ccc([N+](=O)[O-])cc1Cl
→ x | -3 | -3
79	Cc1cc2c(N3CCCCC3C)ncnc2s1 (stereo not given)
→ x | 1 | -5
80	Cc1cccc(C)c1NC(=O)CN(C)C(=O)NC1CCN(S(C)(=O)=O)CC1
→ -10 | 6 | -5
81	CN(C)CCCNP1(=O)C=C(c2ccccc2)SC(c2ccccc2)=C1
→ x | -17 | -1
82	CC(C)N(Cc1nc(C(=O)N2CCN(c3ccc([N+](=O)[O-])cc3)CC2)cs1)C(=O)Nc1cccc(Cl)c1
→ -6 | 3 | -6
83	Cc1nnc(CNC(=O)C2CCCN(C3CCN(C(=O)C4CC4)CC3)C2)o1 (stereo not given)
→ -1 | x | -4
84	CCn1cc(NC(=O)Nc2ncccc2C)c2ccccc21
→ x | 12 | -10

Random draw from the library; about 0.26% have a hit in one of these screens.
